GRK2 inh – human GRK2 inhibition via aptamer displacement | 0.59% of 330,000 active | inhibition of aptamer binding, % at 10 µM | bead flow cytometry, FAM-aptamer displacement from GRK2;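 active means inhibition of aptamer binding above 40%, roughly 3 SD of noise, on plates passing a quality check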;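 further: median bead fluorescence of bound FAM aptamer so fluorescent compounds give negative values; no value below 0 was filed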
Fh CTSL1 inh – cathepsin L1 inhibition, PFM18AAP counter-screen; inhibition, % at 5.96 µM; 0.49% of 300,000 active; AID 1906; recombinant F. hepatica cathepsin L1, Z-Leu-Arg-MCA fluorescence;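 active means inhibition above the mean of all tested compounds plus 3 SD, set per screening campaign, cut at about 17% in these data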;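 further: 0% = plate median of test compound wells and 100% = 1 µM Z-Phe-Ala-diazomethylketone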
procasp3 activ – activators of human procaspase-3. 0.11% of 330,000 active. activation, % at 8.5 µM. P42574. recombinant procaspase-3 D3A, Ac-DEVD-pNA absorbance 405 nm. AID 463141;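 active means activation above the mean of all tested compounds plus 3 SD, cut at about 21% in these data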;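 further: 0% = DMSO alone and 100% = DMSO wells spiked with extra 5 µM PC-3 D3A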
Target sequence (P42574 whole entry D9A/D28A/D175A): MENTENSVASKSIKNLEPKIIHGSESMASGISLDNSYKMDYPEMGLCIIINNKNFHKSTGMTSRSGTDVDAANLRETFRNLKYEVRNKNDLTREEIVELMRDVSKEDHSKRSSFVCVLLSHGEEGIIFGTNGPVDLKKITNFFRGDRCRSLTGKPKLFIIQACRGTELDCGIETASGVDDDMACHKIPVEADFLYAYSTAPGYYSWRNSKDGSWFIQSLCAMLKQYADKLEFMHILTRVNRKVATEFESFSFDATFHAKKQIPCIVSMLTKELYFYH
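Compound: 8.5 µM single point, 0.8% DMSO / Material: Autoprocessing-dead procaspase-3 D3A mutant enzyme / Timing: 1 h preincubation plus 2 h reaction at 25 °C / Medium: Zinc-free HEPES/NaCl buffer with 0.01% Triton X-100 at pH 7.4 / Technique: 405 nm absorbance of p-nitroaniline, reads at 0 and 120 min / Repeats: one well per compound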
PP1 counter – counter-screen for PP5 inhibitors: inhibitors of human PP1-alpha. purified PP1alpha, OMFP fluorescence. inhibition, % at 6.7 µM. 0.9% of 320,000 active. AID 2235;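 active means inhibition above the mean inhibition of all tested compounds plus 3 SD, computed separately for each screening campaign, cut at about 15% in these data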
PP5 primary – PP5 (human) phosphatase inhibition; P53041; purified PP5c, OMFP substrate fluorescence; inhibition, % at 6.7 µM; 0.18% of 320,000 active; AID 1987;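 active means inhibition above the campaign's mean inhibition across all tested compounds plus 3 SD, cut at about 9.5% in these data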;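 further: 0% = DMSO only and 100% = 100 µM cantharidin control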
Target sequence (P53041 whole entry, looked up): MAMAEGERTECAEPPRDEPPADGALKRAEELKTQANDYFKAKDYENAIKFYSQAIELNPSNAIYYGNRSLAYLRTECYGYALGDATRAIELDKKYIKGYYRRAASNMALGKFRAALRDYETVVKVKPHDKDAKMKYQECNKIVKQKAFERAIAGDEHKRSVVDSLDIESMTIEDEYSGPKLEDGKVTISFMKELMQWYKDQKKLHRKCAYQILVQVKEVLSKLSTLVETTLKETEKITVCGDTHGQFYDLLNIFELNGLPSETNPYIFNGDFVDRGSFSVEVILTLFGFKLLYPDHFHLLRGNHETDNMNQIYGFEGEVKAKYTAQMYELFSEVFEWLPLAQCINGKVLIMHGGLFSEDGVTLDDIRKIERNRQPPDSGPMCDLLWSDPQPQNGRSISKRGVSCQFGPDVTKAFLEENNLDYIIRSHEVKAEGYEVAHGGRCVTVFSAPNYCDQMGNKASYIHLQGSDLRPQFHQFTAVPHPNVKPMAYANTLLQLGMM
HCV core dimer – blocks dimerization of HCV core protein | TR-FRET GST/Flag-core106 dimerization, 1536-well | AID 1899 | inhibition, % at 5 µM | 0.33% of 300,000 active;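 active means inhibition above the mean of all tested compounds plus 3 SD, set per screening campaign, cut at about 45% in these data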
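Assay system: tagged HCV core106 pair (GST and Flag); medium: KF-containing HEPES buffer, pH 7.45, DTT, CHAPS, BSA; also added: Eu donor and XL665 acceptor anti-tag antibodies; dosing: 5 µM single dose; timing: compound-protein-antibody incubation 4 h at 22.5 °C; signal: TR-FRET 671 and 617 nm emission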
procasp7 counter – counter-screen: procaspase-7 (human) activation; 0.093% of 330,000 active; P55210; AID 463210; recombinant procaspase-7, Ac-DEVD-pNA absorbance 405 nm; D23A/D198A/D206A triple mutant, cannot self-cleave; scale: DMSO 0, 5 µM enzyme 100; activation, % at 8.5 µM;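 active means percent activation above the screen-wide mean plus 3 SD, cut at about 25% in these data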
Target sequence (P55210 whole entry D23A/D198A/D206A): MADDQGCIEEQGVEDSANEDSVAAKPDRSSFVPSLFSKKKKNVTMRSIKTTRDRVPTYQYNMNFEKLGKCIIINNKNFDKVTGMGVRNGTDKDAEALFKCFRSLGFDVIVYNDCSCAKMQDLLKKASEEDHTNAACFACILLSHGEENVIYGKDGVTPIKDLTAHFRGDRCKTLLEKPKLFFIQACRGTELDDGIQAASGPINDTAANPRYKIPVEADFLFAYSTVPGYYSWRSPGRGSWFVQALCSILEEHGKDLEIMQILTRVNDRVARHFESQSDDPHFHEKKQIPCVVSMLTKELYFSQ
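signal = Epi-absorbance of released pNA at 405 nm, two timepoints | assay system = Uncleavable procaspase-7 mutant enzyme | reagent = Ac-DEVD-pNA substrate, 400 µM as added | times = 1 h enzyme–compound preincubation and 2 h substrate reaction, both 25 °C | benchmarks = low DMSO alone, high DMSO plus 5 µM PC-7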
VLA-4 inh – inhibition in a human VLA-4 binding assay. inhibition, % (about 7 µM as worked out from the volumes in the protocol). 0.2% of 330,000 active. VLA-4 expressing cells, ligand binding flow cytometry. AID 2557. P13612; in the data active means inhibition above about 50%
JMJD2C inh – inhibitors of human GASC-1 (JMJD2C) demethylase | Q9H3R0 | GST-JMJD2C(1-420) H3K9me3 demethylation, DELFIA europium | inhibition, % at 2.35 µM | 0.069% of 330,000 active | AID 2099;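 active means more than half of a compound's replicate wells show inhibition beyond 50%, single wells judged on their own value; inconclusive means some, but no more than half, of replicates pass 50% inhibition; inactive means no replicate passes 50% inhibition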;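 further: signal counts dimethyl H3K9 product captured on neutravidin plate; 0% = median of DMSO wells and 100% = 0.3 times that DMSO median; strong numbers were not always called active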
Active calls of the source: *; ? = inconclusive; · = not tested or not shown.

# | SMILES | PP5 primary | procasp7 counter | HCV core dimer | Fh CTSL1 inh | VLA-4 inh | JMJD2C inh | GRK2 inh | procasp3 activ | PP1 counter
1 | Cc1nc(NC(=O)c2ccccc2)sc1Cc1ccc2c(c1)OCO2 | 4.2 | 1 | 8 | 1 | 6 | 9 | 0 | 7 | 0
2 | OC1CN=C2CCCc3c2n(c2ccc(Cl)cc32)C1 (stereo not drawn) | 2.5 | -3 | 0 | 7 | -35 | 74 | 1 | -6 | 0
3 | COc1ccc(CCNC(=O)c2c(-c3ccccc3Cl)noc2C)cc1 | 0.8 | 2 | -3 | -1 | 16 | -19 | 2 | 4 | 0
4 | Cc1ccc(-n2ncc3c(=O)[nH]c(SCC(=O)N4CCOCC4)nc32)cc1 | 3.8 | 12 | 0 | -1 | 5 | -1 | 2 | 2 | -1
5 | CCOC(=O)CSc1nnc(-c2cccnc2)o1 | 1.6 | -1 | -3 | 1 | 17 | 8 | 0 | -1 | 1
6 | CNC(=S)N/N=C(\C)c1ccc(Cl)s1 | -1.3 | 1 | -2 | 4 | 23 | -46 | 0 | -5 | 0
7 | CCCCn1c(N)c(N(CC(C)C)C(=O)CC2CCCCC2)c(=O)[nH]c1=O | -1.7 | 12 | -2 | -1 | 4 | 9 | 1 | 9 | -8
8 | CN(Cc1ccc(Cl)cc1Cl)C(=O)CNC(=O)c1ccc2c(c1)OCO2 | 0.3 | -6 | 1 | 6 | -2 | -2 | 0 | -8 | -2
9 | CCCNC(=O)c1csc(Nc2cccc3ccccc23)n1 | 0.6 | 8 | 7 | 1 | 4 | 15 | 1 | 9 | -3
10 | CCOCCCNC(=O)C1(O)c2ccccc2NC(=O)N1c1ccc(C)c(C)c1 (stereo not drawn) | -0.8 | 11 | 2 | -2 | -7 | -3 | 2 | 6 | -2
11 | CC(OC(=O)CNC(=O)c1ccc(Cl)c([N+](=O)[O-])c1)C(=O)NCc1ccco1 (stereo not drawn) | -0.1 | 2 | 5 | -10 | -7 | -4 | 7 | -3 | -5
12 | O=C(Oc1ccccc1C(=S)N1CCOCC1)c1ccc([N+](=O)[O-])cc1[N+](=O)[O-] | -1.4 | 6 | 6 | 3 | 20 | 1 | 1 | 1 | -1
13 | COc1cccc(NC(=O)Cn2c3ccc(F)cc3c3nc4n(c(=O)c32)CCS4)c1 | 1.6 | -2 | 11 | 4 | 10 | -5 | 1 | 6 | 1
14 | COc1cc(Cl)ccc1OCc1cc(C(=O)N(C)C2CC(C)(C)NC(C)(C)C2)no1 | 2.6 | 4 | -7 | -1 | -2 | -6 | 0 | 2 | 1
15 | Cc1nc2c(C#N)cnn2c2c1CCN2CC1CCCO1 (stereo not drawn) | 3.1 | 5 | 4 | 2 | 11 | -21 | 0 | 5 | -7
16 | COc1cccc2c(Cl)c(CC=C(Cl)Cl)c(C)nc12 | 0.5 | 0 | 3 | 3 | 5 | -1 | 0 | 2 | -1
17 | CCOC(=O)CSc1nnc(-c2cccc(Cl)c2)n1CC | -1.0 | 0 | -2 | -2 | -1 | -5 | 0 | 1 | -2
18 | CN(C)C(CNC(=O)c1ccc(C2SCCS2)cc1)c1ccccc1 (stereo not drawn) | 1.6 | -13 | -2 | 3 | -6 | 23 | 0 | -2 | 0
19 | CCn1c(=O)c2ccccc2n(Cc2ccc([N+](=O)[O-])cc2)c1=O | 3.4 | 5 | 1 | -2 | 7 | -1 | 3 | 3 | -2
20 | CC(=O)Oc1ccc(N(C(C)=O)S(=O)(=O)c2ccc(C)cc2)c2ccccc12 | 3.1 | -6 | 1 | -13 | -5 | -4 | 1 | -8 | -2
21 | CCN(CC)C(=O)CSc1nc(-c2cccs2)cc(-c2cccs2)c1C#N | -0.1 | 11 | 11 | 1 | -9 | 9 | 0 | 3 | 16*
22 | C1CN=C(NC23CC4CC(CC(C4)C2)C3)C1 | 2.4 | 1 | 5 | -6 | -1 | -8 | 0 | 9 | -2
23 | Cc1cc(NS(=O)(=O)c2ccc(NC(=O)CCN3C(=O)c4ccccc4C3=O)cc2)no1 | 2.2 | 2 | 2 | -9 | 20 | -4 | 5 | -11 | -4
24 | N#CC1=C(C2CC2)CC(c2ccccc2)C(C#N)=C1N (stereo not drawn) | 1.7 | 3 | -7 | 0 | -3 | 31 | 3 | 0 | 2
25 | O=C(CCCCCn1c(=S)[nH]c2ccccc2c1=O)NCc1ccc2c(c1)OCO2 | 0.1 | 0 | -1 | 2 | 1 | 6 | 0 | -4 | -1
26 | CCN(CC(=O)Nc1c(F)cccc1F)C(=O)c1ccc(N2C(=O)c3ccccc3C2=O)cc1 | -2.4 | 12 | -2 | -7 | 3 | -7 | 1 | 0 | -1
27 | CCCSc1ccc([C@H]2N[C@@](Cc3ccccc3)(C(=O)OC)[C@H]3C(=O)N(C)C(=O)[C@@H]23)cc1 | · | 10 | · | · | 7 | · | 5 | 2 | ·
28 | COc1ccc(Nc2nc(NCc3ccco3)nc(N/N=C/c3ccccc3F)n2)cc1 | 3.6 | -4 | 9 | -2 | -2 | 3 | 3 | -12 | 8
29 | CCC(=O)c1ccc(OCC(=O)OCC(=O)c2cc(C)n(C)c2C)cc1 | 2.1 | -11 | 4 | -8 | -1 | 1 | 0 | 0 | -5
30 | CCN1C(=NCCc2ccc(Br)cc2)N[C@@H](c2ccccc2)[C@H](C(=O)OC)[C@H]1C | · | 4 | · | · | 22 | -9 | 0 | 2 | ·
31 | O=c1[nH]ncc(N/N=C\c2ccc(O)cc2O)c1Cl | 1.9 | 9 | -8 | 12 | -4 | -3 | 3 | 2 | -2
32 | CC(C)C(NC(=O)c1c(F)cccc1F)C(=O)OCN1C(=O)c2ccccc2C1=O (stereo not drawn) | 1.9 | 3 | · | · | -2 | -4 | 0 | 0 | -1
33 | CSc1ccccc1NC(=O)Nc1cccc(Cl)c1 | 5.4 | 7 | 0 | -3 | 0 | -10 | 9 | 0 | -3
34 | CCCCCCC(=O)N1C/C=C\C(c2ccc(OC)cc2)N(Cc2ccc(F)cc2)C(=O)C1 (stereo not drawn) | 3.2 | -2 | -7 | -2 | · | 10 | · | 5 | 2
35 | CN(C)S(=O)(=O)c1ccc(C(=O)NCc2nnc(SCC(=O)NCc3ccco3)o2)cc1 | 0.6 | -3 | -2 | 6 | 7 | 3 | 2 | -8 | -3
36 | CC(=O)Nc1ccc(NC(=O)C2CCCCN2S(=O)(=O)c2ccc(C(C)(C)C)cc2)cc1 (stereo not drawn) | 2.9 | 4 | 1 | 3 | 4 | 5 | 1 | 11 | 4
37 | CC(=O)Nc1ccc(S(=O)(=O)N(C)CC(=O)OCC(=O)N2CCCC2=O)cc1 | -2.7 | 1 | 3 | -1 | 4 | 65 | 1 | 4 | -5
38 | CCCc1cc(=O)oc2c(CN3CCOCC3)c(O)ccc12 | -0.1 | 10 | 1 | 0 | 3 | 26 | 0 | 5 | -4
39 | CCc1ccc(CN(C)C(=O)CCc2nnc(CCc3ccccc3OC)o2)nc1 | 0.4 | 2 | -3 | 3 | 16 | -16 | 0 | -5 | -1
40 | COc1cccc(NC(=O)CCN2CCN(c3ccccc3F)CC2)c1 | 0.2 | 7 | -1 | -1 | 14 | 6 | 0 | -6 | -2
41 | Cc1cc(C=O)c(C)n1-c1ccc(N2CCOCC2)c([N+](=O)[O-])c1 | 2.1 | 9 | 6 | -6 | 9 | -1 | 0 | 1 | -3
42 | CCN(CC)CCCN(C(=O)c1cccs1)c1nc(-c2ccc(OC)cc2)cs1 | 0.9 | 7 | -7 | -2 | -5 | 9 | 0 | 7 | 1
43 | COC(=O)C1(C)NC(c2ccccc2OC)C2C(=O)N(c3ccccc3)C(=O)C21 (stereo not drawn) | 0.3 | 8 | 0 | -3 | 6 | -7 | 1 | -3 | 1
44 | O=C(CSc1ccccc1)NNC(=O)c1ccccc1O | -0.1 | 14 | -3 | -1 | -4 | ? | 3 | 7 | -2
45 | Cc1onc(-c2c(Cl)cccc2Cl)c1C(=O)n1nnc2ccccc21 | -0.6 | -1 | -1 | 0 | 19 | 10 | 0 | 1 | 2
46 | CC(NC(=O)c1cccc(C(F)(F)F)c1)C1CCCO1 (stereo not drawn) | 0.1 | -18 | -1 | 8 | · | -5 | 0 | 4 | -4
47 | O=C(COc1ccccc1)N(Cc1cccc(F)c1)C1CCS(=O)(=O)C1 (stereo not drawn) | -1.4 | 6 | -1 | 0 | 1 | -2 | 1 | 7 | -1
48 | CN(CCC#N)C(=O)COC(=O)c1ccc(Cl)cc1O | -0.5 | 0 | -1 | -5 | -10 | -5 | 0 | -3 | -3
49 | Cc1cc(C)nc(SCCS(=O)(=O)Cc2ccccc2)n1 | -0.3 | -6 | -1 | -1 | 7 | 6 | 2 | 0 | -3
50 | Cc1cc(NS(=O)(=O)c2ccc(NC(=S)NC(=O)c3ccc(F)cc3)cc2)no1 | -2.8 | 1 | 7 | -1 | 19 | -1 | 4 | -1 | -1

Compounds listed so far that contain a thiophene ring, fused or not:
# | SMILES | PP5 primary | procasp7 counter | HCV core dimer | Fh CTSL1 inh | VLA-4 inh | JMJD2C inh | GRK2 inh | procasp3 activ | PP1 counter
6 | CNC(=S)N/N=C(\C)c1ccc(Cl)s1 | -1.3 | 1 | -2 | 4 | 23 | -46 | 0 | -5 | 0
21 | CCN(CC)C(=O)CSc1nc(-c2cccs2)cc(-c2cccs2)c1C#N | -0.1 | 11 | 11 | 1 | -9 | 9 | 0 | 3 | 16*
42 | CCN(CC)CCCN(C(=O)c1cccs1)c1nc(-c2ccc(OC)cc2)cs1 | 0.9 | 7 | -7 | -2 | -5 | 9 | 0 | 7 | 1

The results go on:
# | SMILES | PP5 primary | procasp7 counter | HCV core dimer | Fh CTSL1 inh | VLA-4 inh | JMJD2C inh | GRK2 inh | procasp3 activ | PP1 counter
51 | CCOC(=O)N1C2=NC(C(=O)OC)=C(C(=O)OC)[C@@H]3N(C)c4ccc(OC)cc4[C@]23C[C@H]1C(=O)OC | 1.5 | 5 | 0 | 0 | 14 | -3 | 3 | 8 | 4
52 | Cc1c(N=C2SCC(=O)N2c2c(C)n(C)n(-c3ccccc3)c2=O)c(=O)n(-c2ccccc2)n1C | -2.5 | 4 | -1 | 5 | 13 | -20 | 1 | -4 | -5
53 | COc1cc2ccccc2cc1C(=O)O | 0.7 | 6 | -6 | -1 | 0 | 4 | 2 | 6 | -4
54 | O=C(NCCc1ccccc1)c1ncn[nH]1 | -0.2 | 1 | -4 | -2 | 9 | -10 | 0 | -1 | 1
55 | O=C(Oc1ccc2c(c1)OCO2)C12CC3CC(CC(C3)C1)C2 | 3.2 | -8 | -7 | -1 | 1 | 2 | 0 | -8 | -6
56 | N=c1c(C(=O)NC2CCCC2)cc2c(=O)n3ccccc3nc2n1Cc1ccccc1 | 4.3 | -8 | 6 | 0 | 20 | 4 | 0 | -11 | 1
57 | COc1cccc(-c2nn(C)c3sc(C(=O)NCc4ccccn4)cc23)c1 | 4.3 | 2 | 10 | -10 | 6 | 9 | 0 | -5 | -2

Screens as filed in PubChem BioAssay.
